# KCNH2 WT inh: inhibitors of human wildtype KCNH2 potassium channel; activity change, % at 1.84 µM; Q12809; 0.37% of 340,000 active; U2OS, BacMam KCNH2, thallium flux FluxOr; active compounds read low;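 active = maximum activity change below -70%; inconclusive = maximum activity change between -70% and -50%; inactive = maximum activity change above -50%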; note: % is set by controls: 0 for no effect and ±100 for the full control effect
#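 U2OS cells were transduced with wild-type KCNH2 virus (2.03 x 10^8 / mL) for 4 h at room temperature, then cultured overnight at 37 C. Thallium flux was read with FluxOr dye. Rate constants were normalized to DMSO controls.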
# GALK inhibitor: blocks human galactokinase activity; Purified GALK, Kinase-Glo residual ATP luminescence; Potency, µM (top dose mostly 57.5 µM), inactives show at the highest dose activity change, negative = inhibition, hits mostly inhibitors; 0.007% of 270,000 active; P51570; note: potency is the fitted concentration of half-maximal effect; % is set by controls: 0 for no effect and ±100 for the full control effect
# Target sequence (P51570 whole entry, looked up): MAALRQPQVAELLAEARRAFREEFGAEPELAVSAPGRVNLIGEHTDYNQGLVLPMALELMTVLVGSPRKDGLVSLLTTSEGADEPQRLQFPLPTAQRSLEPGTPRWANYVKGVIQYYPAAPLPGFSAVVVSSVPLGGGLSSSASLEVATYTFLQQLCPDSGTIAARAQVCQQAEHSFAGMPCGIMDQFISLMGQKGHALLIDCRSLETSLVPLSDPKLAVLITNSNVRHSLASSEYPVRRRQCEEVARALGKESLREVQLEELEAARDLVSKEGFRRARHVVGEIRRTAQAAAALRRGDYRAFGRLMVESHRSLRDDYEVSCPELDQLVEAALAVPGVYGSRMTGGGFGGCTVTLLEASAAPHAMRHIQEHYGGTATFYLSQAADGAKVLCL
#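 The enzyme phosphorylates galactose (100 uM) using ATP (35 uM); inhibition is detected as higher residual ATP, quantified by bioluminescence after 1 h reaction at room temperature, pH 8.0.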
# MLL CXXC-DNA inh: inhibitors of human MLL CXXC domain-DNA interaction. Q03164. MLL-CXXC / FITC-HOXA9 DNA fluorescence polarization. Potency, µM (doses to about 115 µM), without a hit: at the top dose activity change, negative = inhibition, actives largely listed as inhibitors. 0.037% of 290,000 active. AID 2662; active = well fitted inhibition curve with a large enough effect in the polarisation, with a control signal flat, not every such curve was filed as active; inconclusive = small, poorly fitted or top-dose-only effect, or effect the other way, or a change in a side signal; inactive = no such curve, though single readings can be large or run the other way; the % refers to the polarisation; note: potency is the fitted concentration of half-maximal effect
#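 Steps: dispense CXXC domain solution (7 uM) → pin compounds or unlabeled HOX-A9 DNA control → 5 min ambient → add FLSN-HOX-A9 solution (50 nM) → spin → 30 min ambient → fluorescence polarization. Tris pH 7.5/NaCl/DTT/BSA buffer.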
# Coupling enz: coupling enzyme interference in Giardia aldolase counter-screen; coupling enzyme system counterscreen, AmpLite Red fluorescence; 0.67% of 290,000 active; activity change, negative = inhibition, % at 58.2 µM, hits read low; in the data active = activity change below about -30%; note: % is set by controls: 0 for no effect and ±100 for the full control effect
#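 Final compound at 57.5 uM, incubated 10 min at RT with coupling enzyme reagent (glyceraldehyde-3-phosphate), then 20 min with substrate and AmpLite Red detection. Fluorescence read at 525/598 nm; tests interference with the coupling assay, not aldolase inhibition.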
# Tb PFK block: inhibitors of T. brucei phosphofructokinase | T. brucei PFK, ADP-Glo luminescence | Potency, µM (highest dose often 57.5 µM), inactives show top-dose activity, negative = inhibition, hits mostly inhibitors | AID 485367 | 0.17% of 330,000 active | O15648;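 note: potency is the fitted concentration of half-maximal effect; 0% = uninhibited 1x PFK enzyme wells and -100% = no-enzyme wells; nearly all actives have a fitted effect of over 60% in size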
# Target sequence (O15648 whole entry, looked up): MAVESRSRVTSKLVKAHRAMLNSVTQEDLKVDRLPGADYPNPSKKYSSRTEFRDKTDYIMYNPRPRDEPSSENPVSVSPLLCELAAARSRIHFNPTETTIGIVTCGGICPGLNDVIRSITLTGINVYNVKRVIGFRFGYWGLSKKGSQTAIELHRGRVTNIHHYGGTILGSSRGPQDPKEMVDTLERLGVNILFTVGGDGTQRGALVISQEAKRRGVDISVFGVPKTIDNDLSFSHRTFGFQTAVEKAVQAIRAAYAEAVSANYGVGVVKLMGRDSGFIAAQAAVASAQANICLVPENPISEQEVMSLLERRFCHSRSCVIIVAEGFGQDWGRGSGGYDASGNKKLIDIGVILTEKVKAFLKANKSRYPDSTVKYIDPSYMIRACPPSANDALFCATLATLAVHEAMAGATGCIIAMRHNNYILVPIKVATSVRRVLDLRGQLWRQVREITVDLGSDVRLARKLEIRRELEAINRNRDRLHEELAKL
#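 In TEA buffer at pH 8.0 with 5 mM MgCl2, enzyme (1.25 nM) converted F6P (0.5 mM) and ATP (0.1 mM) for 45 min at room temperature. ADP product was read by luciferase luminescence.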
# AT treatment: candidate therapy for ataxia-telangiectasia; […] A-T fibroblasts, KAP-1 phosphorylation AlphaLISA; neocarzinostatin DNA damage 30 min before lysis; 0.19% of 320,000 active; AID 485349; Potency, µM (doses to about 57.5 µM), inactives show at the top dose activation, usual class: activators; note: potency is the fitted concentration of half-maximal effect; % of control where 0% means no effect; nearly all actives have a fitted effect of over 45% in size
#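 hTERT-immortalized A-T patient fibroblasts ([…]), 500 cells/well in OPTI-MEM, 1% FBS, got compounds for 60 min, then NCS for 30 min at 37C. Lysates were then assayed for phospho-KAP-1 by AlphaLISA (anti-pKAP1 donor, anti-KAP1 acceptor beads), 6 hr at 25C.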
# TSHR antagonist: human thyrotropin receptor antagonism. activity change, negative = inhibition, % at 11.5 µM. 0.2% of 330,000 active. P16473. TSHR-expressing cells, TSH-stimulated cAMP HTRF, 2 h; active compounds read low. AID 504810;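 active = activity change below a set negative limit, meaning inhibition stronger than a set level, cut at about -70% in these data; inconclusive = activity change between two set negative limits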; note: % is set by controls: 0 for no effect and ±100 for the full control effect
#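 Competitive HTRF cAMP read-out (cryptate anti-cAMP antibody, cAMP-d2; 30 min, room temperature) in freshly harvested TSHR cells. Compounds added before TSH at EC80 (4nM final), followed by 2 hours' incubation at 37 deg C.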
# TCR act: T cell receptor activation | Potency, µM (doses to about 9.22 µM), inactives show at the highest dose activation of IL-2 secretion, most hits filed as activators | 330,000 tested, under 10 active | primary human leukocytes, anti-CD3, IL-2 HTRF, 48 h; note: % of control where 0% means no effect
#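 TCR engagement came from a-CD3 beads alone, with compounds added to primary human leukocytes for 48 hr. Secreted IL-2 bridged europium cryptate- and d2-labelled anti-IL-2 antibodies, giving FRET emission at 665nm after 320nm excitation.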
# Chronic BCR inh: inhibitors of chronic active B-cell receptor signaling; 0.05% of 340,000 active; AID 493014; ABC-DLBCL IkBa-CBG/CBR reporter, luminescence ratio, 4 h; Potency, µM (highest dose often 46.1 µM), for the others: at the highest dose ratio change, negative = lower green/red ratio, most hits filed as inhibitors; active = well fitted inhibition curve with a large enough effect in the signal ratio, with a control signal flat, not every such curve was filed as active; inconclusive = small, poorly fitted or top-dose-only effect, or effect the other way, or a change in a side signal; the % refers to the signal ratio;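 note: potency is the fitted concentration of half-maximal effect; plate controls were basal doxycycline-induced cells for no effect and cells given 10 µM MG132 for full effect; MG132 reads +100%, hits lower the ratio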
#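 Cell line TMD8 (human ABC DLBCL), stably expressing tet-inducible CBG68-IkBa fusion and CBR; IMDM/0.5% FBS; cpd up to 46 uM; dox induction, 4 h, 37C/5% CO2; dual luminescence; green/red ratio; MG132 control.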
# Giardia killer: kills Giardia lamblia; AID 540267; 0.15% of 340,000 active; activity change, % at 7.66 µM, hits read low; Giardia lamblia trophozoite viability; in the data active = activity change below about -80%; inconclusive = between about -30% and that limit;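 note: parasites exposed to compound for two days anaerobically before the ATP read; % is set by controls: 0 for no effect and ±100 for the full control effect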
#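 ATP-content bioluminescence gauges trophozoite survival. Cells (100/well) receive compound and incubate anaerobically for 48 hrs at 37 deg C; detection reagent follows for 15-30 min at room temperature.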
# The depositor's hits bear a star; ? = inconclusive; / = no result given; & = joins results of further samples; [ ] = another dose, or the depositor's remark. Unless noted, calls come from the whole dose curve; as a rule, active = well fitted curve in the direction sought with a large enough effect; inconclusive = small, poorly fitted or top-dose-only effect, or another doubt; inactive = no such curve, though single readings can be large; an effect the other way counts as inactive or inconclusive. This is a subset. The share of hits here may be higher or lower than overall.
SMILES,KCNH2 WT inh,GALK inhibitor,MLL CXXC-DNA inh,Coupling enz,Tb PFK block,AT treatment,TSHR antagonist,TCR act,Chronic BCR inh,Giardia killer
CN(C(=O)CN1CC=C(c2ccccc2)CC1)c1c(N)n(Cc2ccccc2)c(=O)[nH]c1=O,-16,1%,?,2,-4%,4%,5,2%,2%,-5
COP(=O)(OC)C(NC(=O)c1ccc(C)cc1)C(Cl)(Cl)Cl (configuration not stated),0,1%,-9%,0,3%,-1%,10,-5%,?,4
Nc1nc(F)nc2c1ncn2[C@@H]1O[C@H](CO)[C@@H](O)[C@@H]1O,-6,/,5%,3,2%,-5%,4,2%,?,?
O=C1NC(=O)N(c2ccc(Cl)cc2)C(=O)/C1=C\c1ccc(Sc2nc3ccccc3[nH]2)o1,-5,-4%,37%[activator],-3,-29%,3%,-8,1%[46.1 µM],8%,-5
Cc1ccsc1C(=O)C1CCCN(Cc2cnn(C(C)C)c2)C1 (configuration not stated),/,-3%,-3%,3,5%,2%,-1,0%,5%,-25
Cc1ccccc1CS(=O)(=O)Cc1ccc(C(=O)N2CCC3(CC2)OCCO3)o1,-7,-3%,-2%,-1,0%,0%,-12,2%,0%,-6
C/C(=N\NC(=O)c1ccncc1)c1c(O)n(Cc2ccccc2)c(=O)[nH]c1=O,-11,5%,14%,-4,-12%,28%,31,5%,-7%,-8
CCOC(=O)c1c(N)n(Cc2ccccc2)c2nc3ccccc3nc12,-27,5%,-4%,-3,0%,27%,30,3%,9%,-13
CCCCn1c(O)c(C(C)=Nc2c(C)n(C)n(-c3ccccc3)c2=O)c(=O)[nH]c1=O,8,2%,4%,-3,2%,3%,1,-2%,2%,-16
CSc1ccc(CN2CCN(Cc3ccccc3Cl)CC2)cc1,46,-1%,26%,-7,-25%,?,-15,-2%,?,3
Cc1cccc(NC(=O)C2CCCN(S(=O)(=O)c3ccc4c(c3)oc(=O)n4C)C2)c1 (configuration not stated),-6,/,-2%,0,-3%,-11%,-13,4%,?,0
COc1ccccc1OCC#CCN1CCOCC1,-1,1%,14%,0,-5%,7%,17,-5%,5%,-5
C/C=C1/CN2C3CC1C(CO)(C(=O)OC)C2Cc1c3n(C)c2ccccc12 (configuration not stated),-10,2%,-4%,1,-4%,16%,-6,-3%,-1%,-16
COc1ccc(C(CC(=O)N2CCC3(CC2)OCCO3)NS(=O)(=O)c2ccc(F)cc2)cc1 (configuration not stated),0,2%,-4%,3,-5%,0%,0,-2%,0%,9
O=C(c1ccc(F)c([N+](=O)[O-])c1)N1CC2CC(C1)c1cccc(=O)n1C2 (configuration not stated),-7,1%,0%,1,1%,15%,16,6%,3%,18
CC1(CCl)CN1S(=O)(=O)c1ccccc1 (configuration not stated),1,0%,2%,0,1%,-1%,-2,0%,-11%,9
COC(=O)c1c(NC(=O)/C=C/C(=O)O)sc(C)c1-c1ccc(C)cc1,5,-5%,-7%,14,0%,2%,-25,11%,?,-12
CN1CCC(C)(O)C2CCCCC21 (configuration not stated),1,1%,4%,-1,-2%,10%,-26,4%,6%,4
CC(=O)c1c(C)n(CCCOC(C)C)c2ccc(O)cc12,-5,-2%,-5%,1,2%,2%,-15,-3%,2%,-11
CCCCc1nc2ccccc2c(=O)n1-c1ccccc1[N+](=O)[O-],6,-2%,0%,0,1%,1%,-4,3%,5%,-2
Oc1cc2c(cc1O)[C@H]1c3ccccc3CN[C@@H]1CC2,/,-2%,1%,-6,2.4µM*,/,-12,/,?,/
CCOC(=O)c1cc2c(cn1)[nH]c1ccccc12,-21,5%,8%,-7,1%,26%,-36,2%,?,-18
C=CCn1c(O)c(C(C)=NC2CC2)c(=O)[nH]c1=O,-9,-1%,-4%,0,-4%,3%,-6,-2%,5%,-14
Cc1cc(NCCN)nc2ccccc12,0,0%,-5%,3,0%,-1%,1,-3%,?,10
COc1ccc(NP(=O)(Nc2ccc(OC)cc2)Oc2ccccc2)cc1,-14,0%,5%,0,5%,3%,1,2%[46.1 µM],-12%,-11

# Ordered by length of the SMILES (lowest first): some entries from above.
SMILES,KCNH2 WT inh,GALK inhibitor,MLL CXXC-DNA inh,Coupling enz,Tb PFK block,AT treatment,TSHR antagonist,TCR act,Chronic BCR inh,Giardia killer
C/C=C1/CN2C3CC1C(CO)(C(=O)OC)C2Cc1c3n(C)c2ccccc12 (configuration not stated),-10,2%,-4%,1,-4%,16%,-6,-3%,-1%,-16
C/C(=N\NC(=O)c1ccncc1)c1c(O)n(Cc2ccccc2)c(=O)[nH]c1=O,-11,5%,14%,-4,-12%,28%,31,5%,-7%,-8
O=C1NC(=O)N(c2ccc(Cl)cc2)C(=O)/C1=C\c1ccc(Sc2nc3ccccc3[nH]2)o1,-5,-4%,37%[activator],-3,-29%,3%,-8,1%[46.1 µM],8%,-5

# The list goes on.
SMILES,KCNH2 WT inh,GALK inhibitor,MLL CXXC-DNA inh,Coupling enz,Tb PFK block,AT treatment,TSHR antagonist,TCR act,Chronic BCR inh,Giardia killer
c1ccc2c(CNC3CCCCC3)c[nH]c2c1,0,-1%,38%[activator],-1,-5%,/,-1,0%,14%,2
COc1ccc(CCN(C)Cc2c(F)cccc2F)cc1OC,61,3%,5%,0,6%,1%,-11,5%,0%,-13
CCN(C(=O)Oc1ccccc1)c1ccc(C(O)(C(=O)OC)C(F)(F)F)cc1 (configuration not stated),-7,0%,-3%,0,-1%,10%,-1,-3%[46.1 µM],-6%,-3
COc1cc(/C=C2/C(=O)NC(=O)N(c3ccc(C)cc3)C2=O)cc(OC)c1OC,4,5%,-23%,0,-3%,-12%,3,5%,?,13
COc1ccc(CC(=O)N(CCN(C)C)CC2CCCN(Cc3ccccc3F)C2)cc1 (configuration not stated),3,4%,-10%,-1,2%,3%,24,-3%,?,-12
COc1ccc(N2CCN(CCc3ccncc3)CC2)cc1,8,0%,21%,4,3%,-1%,14,-2%,4%,14
COc1cccc(C(C)NC(=O)Nc2cccc(C(F)(F)F)c2)c1 (configuration not stated),-5,0%,13%,-26,9%,14%,15,-3%,?,12
Cc1cccc2c1=NC(=O)/C(=C/c1c(O)[nH]c(=O)[nH]c1=O)C=2,-10,-1%,0%,0,-6%,-2%,11,-2%[46.1 µM],-6%,-1
O=C1NC(=S)N(Cc2ccco2)C(=O)/C1=C\c1cccs1,/,?,?,-3,?,6%,-5,/,?,/
COC(=O)CC(=O)c1ccc2c(c1)OCO2,6,/,/,4,/,/,/,-7%,/,-1&-14
N#C/C(N)=C(/N)C#N,-4,/,/,/,1%,-3%,13,0%,7%,29
Cc1cccc(N2C(=O)/C(=C/c3ccc(N4CCN(C)CC4)o3)C(=O)NC2=S)c1C,-13,/,?,-24,0%,-3%,20,2%[46.1 µM],?,-5
CCCCn1c(O)c(C=NC2CC3CCC2(C)C3(C)C)c(=O)[nH]c1=O (configuration not stated),2,0%,-3%,0,-4%,-1%,-9,0%,9%,-3
CC(C)(C)c1ccc(S(=O)(=O)N2CC3CC(C2)c2cccc(=O)n2C3)cc1 (configuration not stated),22,-2%,-3%,-2,0%,17%,-4,-1%,5%,-4
Cc1ncc(CN2CCCC(C(=O)c3cccc(Cl)c3)C2)s1 (configuration not stated),/,6%,-5%,5,2%,3%,-10,-1%,?,-22
COC(=O)C(O)(c1ccc(N(C)C(=O)OC(C)C)cc1)C(F)(F)F (configuration not stated),-8,-2%,-9%,0,4%,4%,-12,5%,?,-1
O=Cc1c(C(=O)O)n(Cc2ccccc2F)c2ccccc12,-9,2%,33%[activator],12,4%,28%,11,4%,4%,-5
COc1cc(NC(=O)CN2C3CCC2CC(O)(c2cccnc2)C3)cc(OC)c1 (configuration not stated),41,-3%,16%,-2,-1%,2%,-1,-6%,?,-4
COc1cccc(O)c1CN1CCCC(C(=O)c2sccc2C)C1 (configuration not stated),15,-1%,0%,0,3%,5%,-10,-2%,-6%,3
O=C1NC(=O)C2(Cc3c(nc4ccccn4c3=O)N3CCCCCC32)C(=O)N1Cc1ccccc1 (configuration not stated),0,1%,-3%,2,-3%,1%,-14,-1%,2%,-1
O=C(CCCn1c(=O)oc2ccccc21)N1CCN(c2ccc(F)cc2)CC1,18,-1%,8%,1,-4%,?,-26,-22%,?,32[activator]
Cc1cccc(N=Cc2c(O)n(-c3ccccc3C)c(=O)[nH]c2=O)c1,-6,2%,14%,0,3%,/,11,-10%,-10%,4
CCCCN1C(=N)C(CC)(CC)C(=O)NC1=O,-3,1%,-3%,1,-1%,2%,-3,-11%[46.1 µM],-3%,-9
COc1ccc([N+](=O)[O-])cc1N=Cc1c(O)n(CCc2ccccc2)c(=O)n(C(C)C)c1=O,1,1%,28%,-3,-1%,-15%,-16,1%[46.1 µM],-1%,-8

# Screens (PubChem BioAssay)
